C diff growth: C. difficile growth inhibition; AID 1259249; Clostridium difficile clinical isolate growth, OD600, 24 h; stronger effect = lower value; 0.25% of 86,000 active; growth activity, negative = inhibition, % at 16 µg/mL (by protocol);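 active = mean growth activity at or below -80% and every replicate also at or below -80%; inconclusive = mean at or below -80% but some replicate above -80%; inactive = mean growth activity above -80%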;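 note: 0% = DMSO wells and -100% = levofloxacin 16 µg/mL wells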
T cruzi growth: T. cruzi proliferation inhibition. 5.9% of 77,000 active. AID 624255. inhibition, % at 8.34 µM. T. cruzi beta-gal in NIH3T3, GalScreen luminescence, 90 h;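 active = mean inhibition above about 93%, with at least 55% of replicates each passing it, limit read from the data, passing the limit was not always enough; inconclusive = only one of those two conditions holds; inactive = neither condition holds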
GASC1 inh: KDM4C (human) demethylase inhibition. AID 720574. GST-KDM4C 2-372, H3K9me3 peptide, LANCE TR-FRET. inhibition, % at 12.5 µM. 0.15% of 96,000 active;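 active = mean replicate inhibition above about 25%, with at least 55% of replicates also reaching it, limit read from the data, passing the limit was not always enough; inconclusive = only one of those two conditions met; inactive = neither condition met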
Target sequence (Q9H3R0 2-372 limits assumed): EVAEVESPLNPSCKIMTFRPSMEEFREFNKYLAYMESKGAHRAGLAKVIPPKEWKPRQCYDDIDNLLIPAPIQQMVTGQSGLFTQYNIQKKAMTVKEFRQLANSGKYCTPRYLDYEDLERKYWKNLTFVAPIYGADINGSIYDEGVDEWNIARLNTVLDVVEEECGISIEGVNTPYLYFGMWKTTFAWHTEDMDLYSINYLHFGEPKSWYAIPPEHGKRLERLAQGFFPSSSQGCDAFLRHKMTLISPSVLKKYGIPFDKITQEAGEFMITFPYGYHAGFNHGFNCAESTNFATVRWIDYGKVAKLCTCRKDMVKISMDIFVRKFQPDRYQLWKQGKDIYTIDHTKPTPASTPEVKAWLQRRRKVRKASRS
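System: N-terminal GST-fused human GASC-1 (KDM4C) fragment, residues 2-372; amount: enzyme final amount 10 nM; incubation: reaction 30 min RT, detection step 1 h RT; medium: HEPES buffer, pH 7.5, plus ascorbate; technique: LANCE TR-FRET, Eu antibody, ULight-streptavidin, EDTA, ex 340 nm, em 618/671 nm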
Pf Dd2 inh: blocks growth of Plasmodium falciparum Dd2 parasites | activity change, % at 10 µM | AID 1159554 | P. falciparum Dd2 growth, SYBR Green, 72 h; stronger effect = lower value | 2.3% of 94,000 active; in the data active = activity change below about -80%; inconclusive = no clear call, values can overlap the other calls
Active calls of the source: *; ? = inconclusive; nt = no result given; & = joins results of further samples.

SMILES | C diff growth | T cruzi growth | GASC1 inh | Pf Dd2 inh
O=C(C1CCCCC1)N1C[C@@H]2[C@H](c3ccccc31)[C@H](CO)N2C(=O)c1ccccc1 | -0.9 | -13.6 | 2.7 | -22.3
C[C@@H]1CN([C@@H](C)CO)C(=O)c2cc(NS(=O)(=O)c3cccs3)ccc2O[C@H]1CN(C)C(=O)Nc1ccc(C(F)(F)F)cc1 | 5.1 | -56.0 | -0.9 | -7.4
O=C(C[C@@H]1C=C[C@H](NS(=O)(=O)c2ccc(F)cc2)[C@@H](CO)O1)N1CCc2ccccc2C1 | -3.8 | -2.6 | 3.7 | -6.5
Cc1noc(C)c1S(=O)(=O)Nc1ccc2c(c1)C(=O)N([C@H](C)CO)C[C@@H](C)[C@@H](CN(C)Cc1ccc(Oc3ccccc3)cc1)O2 | nt | 66.3 | -0.1 | -13.7
CC(C)NC(=O)Nc1ccc2c(c1)C(=O)N([C@H](C)CO)C[C@H](C)[C@H](CN(C)S(=O)(=O)c1cn(C)cn1)OCCCC[C@@H](C)O2 | 1.8 | -41.8 | 0.2 | -36.7
C[C@@H]1CN([C@H](C)CO)C(=O)c2cc(C#Cc3cccnc3)cnc2O[C@@H]1CN(C)C(=O)CC1CC1 | -7.6 | 66.8 | -4.1 | -36.3
CC(C)NC(=O)N(C)C[C@@H]1OCCCC[C@H](C)Oc2ccc(NS(C)(=O)=O)cc2C(=O)N([C@H](C)CO)C[C@@H]1C | nt | -5.4 | 0.0 | -2.1
O=C(NC1CCCCC1)N[C@H]1CC[C@H](CCNS(=O)(=O)c2ccc(Cl)cc2)O[C@@H]1CO | -1.7 | 91.0 | -0.1 | -37.8
CN(C)C(=O)c1cccc(-c2ccc3c(c2)[C@H]2[C@H](CCN2C(=O)C2CCOCC2)[C@@H](CO)N3)c1 | 0.7 | ? | -0.1 | 7.0
CCCN(C)C[C@@H]1Oc2cc(C#Cc3ccccc3)ccc2S(=O)(=O)N([C@@H](C)CO)C[C@@H]1C | 11.0 | 111.5* | -5.3 | -79.3
C[C@@H]1CCCCO[C@H](CN(C)Cc2ccccc2)[C@@H](C)CN([C@@H](C)CO)C(=O)c2cc(NC(=O)C3CCCCC3)ccc2O1 | 6.5 | 69.2 | -0.9 | -52.1
C[C@H]1CCCCO[C@H](CN(C)S(=O)(=O)c2cccs2)[C@@H](C)CN([C@@H](C)CO)C(=O)c2cc(NS(=O)(=O)c3ccc(F)cc3)ccc2O1 | -12.1 | 27.5 | 4.3 | nt
CC(C)CC#Cc1ccc([C@@H]2[C@H](CO)N3C(=O)CN(C(=O)c4cnccn4)C[C@@H]23)cc1 | -4.9 | nt | -0.8 | -1.7
CC(=O)N1CCCCN2[C@H](C1)[C@@H](c1ccc(-c3ccc(F)cc3)cc1)[C@@H]2CO | -12.9 | 71.0 | -1.2 | 14.9
C[C@@H]1CN([C@@H](C)CO)S(=O)(=O)c2ccc(/C=C/c3ccccc3)cc2O[C@H]1CN(C)C(=O)CN1CCOCC1 | -0.9 | 64.2 | -0.9 | -10.5
O=C(Nc1ccccc1F)N[C@H]1CC[C@H](CCNC(=O)C2CC2)O[C@@H]1CO | -0.2 | nt | 1.8 | nt
C[C@@H]1CCCCO[C@H](CN(C)Cc2ccc(C(F)(F)F)cc2)[C@H](C)CN([C@H](C)CO)C(=O)c2cc(NC(=O)NC3CCCCC3)ccc2O1 | -1.7 | 18.9 | 1.0 | -56.7
C[C@@H]1CN([C@@H](C)CO)C(=O)Cc2cc(NC(=O)Nc3cccc4ccccc34)ccc2O[C@@H]1CN(C)Cc1ccc(C(=O)O)cc1 | 3.8 | nt | 0.7 | 3.4
CO[C@H]1CN(C)C(=O)c2cc(NS(C)(=O)=O)ccc2OC[C@@H](C)N(Cc2ccccc2)C[C@@H]1C | nt | 26.0 | 2.6 | -41.2
C[C@H](CO)N1C[C@H](C)[C@H](CN(C)Cc2cncnc2)Oc2cc(-c3ccccc3F)ccc2S1(=O)=O | -2.9 | 41.6 | 0.8 | -28.6
COCC#Cc1ccc([C@H]2[C@@H](CO)N3CCCCN(S(=O)(=O)c4ccc(OC)cc4)C[C@H]23)cc1 | -2.5 | 79.5 | -1.6 | -36.1
COc1cccc(S(=O)(=O)N[C@@H]2C=C[C@H](CC(=O)NCc3ccc(Cl)cc3)O[C@@H]2CO)c1 | 6.2 | nt | -0.7 | 10.3
COc1ccc(C#Cc2cccc(-c3nc(C(=O)NCc4ccc5c(c4)OCO5)cc4c3[C@@H](CCO)N(S(=O)C(C)(C)C)C4)c2)cc1OC (stereo partly specified) | 5.3 | nt | -5.2 | -77.2
O=C(C[C@@H]1CC[C@H]2[C@@H](COC[C@H](O)CN2Cc2ccc(F)cc2)O1)NCc1ccccc1Cl | -7.4 | -2.0 | 0.8 | -9.8
O=C(C1CCCCC1)N1C[C@@H]2[C@H](c3ccccc31)[C@@H](CO)N2C(=O)Cc1ccccn1 | 0.8 | 1.6 | -3.0 | -0.6
SMILES | C diff growth | T cruzi growth | GASC1 inh | Pf Dd2 inh
C/C=C/c1ccc([C@H]2[C@@H](CO)N3C(=O)CN(C(=O)Nc4cc(F)ccc4F)C[C@@H]23)cc1 | -2.5 | nt | 1.1 | -25.1
Cc1ccc(-c2cnc3c(c2)C(=O)N([C@H](C)CO)C[C@H](C)[C@H](CN(C)C)O3)cc1 | 3.9 | -41.2 | 9.8 | 30.0
C[C@H]1CN([C@@H](C)CO)C(=O)c2cc(C3=CCCC3)cnc2O[C@@H]1CN(C)Cc1ccccc1F | -1.2 | nt | 0.7 | -8.4
Cc1noc(C)c1S(=O)(=O)Nc1ccc2c(c1)C(=O)N([C@@H](C)CO)C[C@H](C)[C@H](CN(C)Cc1ccc(Cl)c(Cl)c1)OCCCC[C@@H](C)O2 | 1.9 | 69.7 | 14.3 | -45.2
Cc1ccccc1S(=O)(=O)N1CC[C@@H]2[C@H](CO)N(C)c3ccc(C#Cc4ccc(F)cc4)cc3[C@@H]21 | -1.5 | 21.3 | -1.2 | -18.0
CCC(=O)Nc1ccc2c(c1)C(=O)N(C)C[C@@H](OC)[C@@H](C)CN(CCc1ccccc1)[C@H](C)CO2 | nt | -27.2 | 0.4 | 36.9
CO[C@H]1CN(C)C(=O)c2ccc(NC(C)=O)cc2OC[C@@H](C)N(Cc2nccs2)C[C@H]1C | nt | -17.0 | 0.4 | -12.0
O=C(CN1CCOCC1)NCC[C@@H]1CC[C@@H](NC(=O)Nc2ccc(C(F)(F)F)cc2)[C@H](CO)O1 | nt | -13.1 | 0.6 | 3.9
C[C@@H]1CN([C@H](C)CO)S(=O)(=O)c2ccc(C#C[C@@H](C)O)cc2O[C@@H]1CN(C)Cc1ccncc1 | -4.1 | 75.5 | 1.4 | -34.8
COc1ccc(CN(C)C[C@H]2Oc3ccc(NC(=O)Nc4ccccc4)cc3C(=O)N([C@H](C)CO)C[C@@H]2C)cc1 | -6.1 | 18.4 | 0.1 | -6.6
COCCNC(=O)C[C@@H]1C[C@@H]2c3cc(NC(=O)c4cccnc4)ccc3O[C@@H]2[C@@H](CO)O1 | 0.3 | 1.1 | 0.2 | 9.7
Cc1noc(C)c1S(=O)(=O)Nc1ccc2c(c1)C(=O)N([C@H](C)CO)C[C@@H](C)[C@@H](CN(C)C(=O)c1ccncc1)OCCCC[C@@H](C)O2 | -1.0 | 59.4 | 1.6 | 26.1
CCCNC(=O)N1CCC2(CC1)CN(C(=O)NC(C)C)[C@H](CO)c1c2c2ccc(OC)cc2n1C | 1.1 | nt | -1.2 | -53.6
C[C@@H]1CN([C@@H](C)CO)C(=O)c2cc(NC(=O)Cn3cnnn3)ccc2O[C@H]1CN(C)Cc1ccc(Oc2ccccc2)cc1 | -10.2 | 16.5 | -1.0 | -0.2
O=C(C[C@@H]1C[C@@H]2c3cc(NC(=O)Nc4ccc(F)cc4)ccc3O[C@@H]2[C@H](CO)O1)NC1CCCC1 | nt | 2.5 | 0.5 | -28.7
O=C(C[C@@H]1CC[C@@H]2[C@H](COC[C@H](O)CN2C(=O)c2ccncc2)O1)NCc1ccc(-c2ccccc2)cc1 | 1.5 | 2.6 | 0.5 | -8.9
O=C(C[C@@H]1CC[C@H]2[C@@H](COC[C@H](O)CN2C(=O)Nc2cc(Cl)cc(Cl)c2)O1)NCC1CC1 | 37.5&5.6 | nt | -1.9 | -9.9
C[C@@H]1CN([C@@H](C)CO)C(=O)c2cc(N(C)C)ccc2O[C@@H]1CN(C)Cc1ccc(Oc2ccccc2)cc1 | 4.2 | 17.8 | 3.0 | -4.0
CN1c2ccc(-c3cccc(C#N)c3)cc2[C@H]2[C@H](CCN2S(=O)(=O)c2ccccc2F)[C@@H]1CO | 2.6 | 50.8 | -2.6 | -7.0
O=C(c1cccnc1)N1C[C@@H]2[C@H](c3ccccc31)[C@@H](CO)N2C(=O)C1CC1 | 0.5 | 5.4 | 4.0 | -8.1
O=C(N[C@H]1C=C[C@H](CC(=O)N2CCCCC2)O[C@@H]1CO)c1ccc2c(c1)OCO2 | nt | -31.0 | -0.4 | 17.6
COc1ccc(NC(=O)Nc2ccc3c(c2)C(=O)N([C@@H](C)CO)C[C@H](C)[C@@H](CN(C)Cc2ccc(-c4ccccc4)cc2)O3)cc1 | nt | 98.4 | 9.0 | -6.8
C[C@@H]1CCCCO[C@@H](CN(C)C(=O)Nc2ccc3c(c2)OCO3)[C@H](C)CN([C@H](C)CO)C(=O)c2cc(NC(=O)Nc3ccc4c(c3)OCO4)ccc2O1 | nt | 39.1 | -0.9 | -20.2
CN1C(=O)c2cc(NC(=O)C3CCCCC3)ccc2OC[C@@H]2O[C@H](CC(=O)NCC3CCCCC3)CC[C@@H]21 | -3.1 | nt | -2.4 | -27.1
COc1ccccc1NC(=O)N1C[C@@H]2N[C@H](C1)C2c1ccc(-c2cccc(C(=O)N(C)C)c2)cc1 (stereo partly specified) | -8.0 | nt | -0.9 | 30.6

Looked up by compound from above:
SMILES | C diff growth | T cruzi growth | GASC1 inh | Pf Dd2 inh
O=C(C[C@@H]1C[C@@H]2c3cc(NC(=O)Nc4ccc(F)cc4)ccc3O[C@@H]2[C@H](CO)O1)NC1CCCC1 | nt | 2.5 | 0.5 | -28.7
Cc1ccc(-c2cnc3c(c2)C(=O)N([C@H](C)CO)C[C@H](C)[C@H](CN(C)C)O3)cc1 | 3.9 | -41.2 | 9.8 | 30.0
O=C(C[C@@H]1CC[C@@H]2[C@H](COC[C@H](O)CN2C(=O)c2ccncc2)O1)NCc1ccc(-c2ccccc2)cc1 | 1.5 | 2.6 | 0.5 | -8.9
O=C(N[C@H]1C=C[C@H](CC(=O)N2CCCCC2)O[C@@H]1CO)c1ccc2c(c1)OCO2 | nt | -31.0 | -0.4 | 17.6

Other entries follow.
SMILES | C diff growth | T cruzi growth | GASC1 inh | Pf Dd2 inh
O=C(N[C@H]1C=C[C@H](CC(=O)N2CCOCC2)O[C@H]1CO)c1cccc(F)c1 | nt | -17.2 | -1.1 | 11.9
C[C@@H]1CN([C@H](C)CO)C(=O)Cc2cc(NC(=O)Nc3ccc(F)cc3)ccc2O[C@@H]1CN(C)Cc1ccc(-c2ccccc2)cc1 | 15.9 | 87.9 | 0.3 | 10.1
Cc1noc(C)c1NC(=O)N(C)C[C@H]1Oc2ccc(NC(=O)Nc3ccc(F)cc3)cc2CC(=O)N([C@@H](C)CO)C[C@H]1C | 6.3 | -29.4 | -0.8 | 2.2
C[C@@H]1CN([C@@H](C)CO)C(=O)Cc2cc(NS(=O)(=O)c3cccs3)ccc2O[C@H]1CN(C)S(=O)(=O)c1ccc(Cl)cc1 | -0.1 | 10.6 | -2.0 | -25.9
COc1ccccc1-c1cn(CC[C@H]2CC[C@@H](NC(=O)C3CCCCC3)[C@@H](CO)O2)nn1 | -3.3 | -9.3 | 7.7 | -17.5
CN(C)C(=O)c1ccc(-c2cccc(-c3nc(C(=O)N(C)C)cc4c3[C@H](CCO)N([S@@](=O)C(C)(C)C)C4)c2)cc1 | nt | 1.9 | 0.0 | 35.6
Cc1ccc(S(=O)(=O)N(C)C[C@@H]2Oc3c(NS(=O)(=O)c4ccccc4)cccc3C(=O)N([C@H](C)CO)C[C@@H]2C)cc1 | -16.5 | 62.8 | 0.7 | -6.0
C[C@H]1CN([C@@H](C)CO)S(=O)(=O)c2ccc(C#CC(C)(C)O)cc2O[C@H]1CN(C)Cc1ccncc1 | -2.0 | 44.0 | 0.9 | 11.3
N#Cc1ccc(-c2ccc3c(c2)[C@@H]2[C@@H](CCN2C(=O)CN2CCOCC2)[C@H](CO)N3)cc1 | -6.7 | 78.5 | -2.5 | -42.8
Cc1cccc(-c2ccc([C@H]3[C@H](CO)N4CCCCN(S(=O)(=O)c5ccccc5C)C[C@@H]34)cc2)c1 | 2.8 | 81.9 | -0.5 | -29.8
CNC[C@H]1OCCCC[C@@H](C)Oc2ccc(NS(=O)(=O)c3ccccc3)cc2C(=O)N([C@H](C)CO)C[C@H]1C | 0.3 | -23.4 | -0.1 | 3.8
O=C(C[C@H]1CC[C@H]2[C@@H](COC[C@H](O)CN2Cc2cc(F)ccc2F)O1)NCc1ccccc1 | nt | 10.9 | 0.8 | -9.7
CN1c2ccc(C#Cc3cccc(F)c3)cc2[C@H]2[C@H](CCN2S(=O)(=O)c2ccccc2F)[C@@H]1CO | -2.6 | 29.8 | 0.0 | 0.8
